Screening results as filed in PubChem.
Hsp70 inhibitors: small molecules displacing fluorescent ligand from Hsp70 – biochemical, fluorescence polarization, primary screen (AID 583). Hsp70 fluorescence polarization probe displacement, mP; higher % means a stronger effect. displacement, % at 20 µM, or IC50 in µM where a hit was titrated. actives 0.06% (n = 140,000); in the data active = displacement above about 50%;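 also: plate controls were vehicle for no effect and reference ligand for full effect; a part of the inactive calls stands beside numbers as strong as those of hits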
MKP-3 inhibition: inhibition of rat DUSP6 enzyme activity – biochemical, in vitro, primary screen (AID 425) | recombinant MKP-3 phosphatase activity, fluorescence; higher % means a stronger effect | inhibition, % at 20 µM; hits with a dose series show IC50 in µM | actives 0.17% (n = 110,000); in the data active = inhibition above about 50%;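 also: plate controls were vehicle for no effect and reference inhibitor for full effect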
An asterisk follows results filed as active; x = not tested or not shown; & = joins results of further samples. These rows are one share of the data. The share of hits here may be higher or lower than overall.

SMILES	Hsp70 inhibitors	MKP-3 inhibition
C=CCn1c(SCC(=O)Nc2ccc(C)cc2C)nnc1-c1cccnc1	x	-6%
Cc1[nH]c(C(=O)N2CCCCC2)c(C)c1C(=O)NC1CCCCC1	6.8%	-8%
Cc1ccc(NC2=NC3(CCCC3)N=C(N)N2)c(C)c1	-3.9%	2%
O=C(NNC1=C(C(=O)C(F)(F)F)CCC1)c1ccc(-c2ccccc2)cc1	0.4%	1%
CCn1c(C)[n+](CCO)c2cc(Cl)c(Cl)cc21	-3.2%	2%
CCOC(=O)c1ccc(NC(=O)c2ccc[n+]([O-])c2)cc1	-1.3%	0%
COCC(=O)N1CCC(n2nnc3cc(F)ccc32)CC1	4.4%	-5%
CS(=O)(=O)NCc1ccc(C(=O)NC2CCCCC2)cc1	7.1%	-12%
CCC(C(=O)O)n1nnc(-c2ccc(-c3ccc(OC)cc3)cc2)n1 (stereo not given)	-0.6%	-10%
O=C1CCCC2=C1C(c1ccc(Cl)cc1)Nc1ccccc1N2 (stereo not given)	-1.5%	0%
COc1ccc(OC)c(C2C(C(=O)c3cccs3)=C(O)C(=O)N2c2cc(C)on2)c1 (stereo not given)	0.8%	-4%
CCc1ccccc1N(CC(=O)Nc1ccc(OC)cc1)S(C)(=O)=O	5.6%	-2%
Cc1ccc(-c2nnn(Cc3nc(N)nc(N4CCOCC4)n3)n2)cc1	1.0%	4%
COc1ccc(N2CCN(CCCNC(=O)C3(S(=O)(=O)c4ccc(Cl)cc4)CC3)CC2)cc1	-2.7%	1%
O=C1CS/C(=N/N=C/c2ccc3c(c2)OCO3)N1	-2.7%	3%
Cc1nn(Cc2ccccc2)c(C)c1C(=O)Nc1ccc(N2CCOCC2)cc1	-3.6%	-5%
O=c1cc(CSc2nnnn2-c2ccccc2)nc2scc(-c3ccccc3)n12	-2.7%	-3%
COc1cccc(C(=O)Nc2ccc(OC(F)(F)F)cc2)c1	-3.3%	3%
COc1cc(C(=O)NC(NC(=S)Nc2ccc(C(C)=O)cc2)C(Cl)(Cl)Cl)cc(OC)c1OC (stereo not given)	-4.4%	4%
COc1ccc(-c2noc(CCC(=O)NCc3cc(Br)ccc3OC)n2)cc1	x	0%
CC(C)OCC(O)CNc1ccccc1 (stereo not given)	1.0%	0%
Cc1ccccc1Cn1ccc(NC(=O)c2cc3nc(-c4ccco4)cc(C(F)(F)F)n3n2)n1	6.0%	-2%
CC(C)CC(c1nnnn1C1CCCCC1)N1CCN(c2ncccn2)CC1 (stereo not given)	5.8%	-5%
O=S(=O)(c1cccc2nsnc12)N1CCN(C/C=C\c2ccccc2)CC1	6.0%	x
Cc1cc(NC(=O)CSc2nc3c([nH]c4ccccc43)c(=O)n2-c2cccc(C(F)(F)F)c2)no1	-0.6%	0%

Other records.
SMILES	Hsp70 inhibitors	MKP-3 inhibition
Cc1cccc(OCC(=O)Nc2cccc(O)c2)c1	-2.8%	-10%
Cc1cc(=O)oc2cc(OCC(=O)OCc3ccccc3)c(Cl)cc12	1.0%	2%
FC(F)(F)c1cccc(-n2cccc2/C=N/n2cnnc2)c1	-3.1%	2%
CC(=O)Nc1ccc(S(=O)(=O)Nc2ccc(NC(=O)c3ccco3)cc2)cc1	4.7%	-6%
COc1ccccc1N1CCN(C2CC(=O)N(c3ccc(F)cc3)C2=O)CC1 (stereo not given)	0.6%	1%
Cc1ccc2c(c1)NC(c1cccc([N+](=O)[O-])c1)C1=C(CC(C)(C)CC1=O)N2 (stereo not given)	-5.9%	3%
CCSc1nc(N)c(C#N)c(-c2ccco2)c1C#N	0.1%&-2.1%	1%
COc1ccc(N2CCN(C(=O)CSc3nnc(CNc4ccccc4)o3)CC2)cc1	1.4%	-19%
CC(C)(C)C(=O)Nc1nnc(Cc2ccccc2)s1	-4.0%	x
O=C(O)CCCCCN1C(=O)C(=O)/C(=C(/O)c2ccc(Cl)cc2)C1c1ccc([N+](=O)[O-])cc1 (stereo not given)	3.4%	3%
CCOC(=O)c1cnc2c(-c3ccc(Cl)cc3)c(C)nn2c1N	-2.4%	x
COc1ccc(C2C(C(=O)O)CC(=O)N2c2ccc(OC)cc2)cc1 (stereo not given)	1.8%	-3%
CCC(=O)N(Cc1ccc2c(c1)OCO2)Cc1cc2cc(OC)ccc2[nH]c1=O	4.9%	-3%
CNC(=O)c1nnn(Cc2ccccc2)c1NC(C)=O	0.6%	-10%
CCOC(=O)C1=C(N)c2ccccc2CC1C(C)C (stereo not given)	3.5%	-5%
O=C(CN1CCN(C(c2ccccc2)c2ccccc2)CC1)N1CCOCC1	2.2%	-15%
O=C(CSc1ncnc2ccccc12)NCCCO	6.9%	-2%
Cc1cc(C)n2nc(-c3cccc(Cl)c3)cc2n1	1.7%	3%
O=C(N/C(=C/c1cccnc1)c1nc2ccccc2[nH]1)c1cccc(Br)c1	-2.7%	0%
COc1ccc2c(c1)OCC1=C2CCC2(C)C(=O)CC=C12 (stereo not given)	-3.9%	-6%
CCOC(=O)c1[nH]c2ccc(OC)cc2c1NC(=O)CN1CCSCC1	-5.3%	-2%
CN1CC=C2C(C#N)=C(N)C(C#N)(C#N)C(Cc3ccccc3)C2C1 (stereo not given)	25%	-6%
CC(Nc1cccc2ccccc12)C(=O)N/N=C/c1ccc(O)cc1O (stereo not given)	-1.0%	3%
Fc1ccccc1OCCSc1nc2ccc(Br)cc2[nH]1	0.3%	-2%
OC1CCCN(Cc2ccc3c(c2)Cc2ccccc2-3)C1 (stereo not given)	0.4%	-3%

The list continues.
SMILES	Hsp70 inhibitors	MKP-3 inhibition
CCOc1ccc(S(=O)(=O)N2CCCCC2)c2ccccc12	2.1%	-2%
Cc1ccc(C2SCC(=O)N2CCCN(C)C)cc1 (stereo not given)	-1.5%	0%
COC(=O)CS(=O)(=O)c1nnc([C@H](Cc2ccccc2)NC(=O)OC(C)(C)C)o1	1.0%	-8%
O=C(COc1ccc2ccccc2c1)NCc1ccccc1Cl	-4.5%	3%
CC(C)(C)c1ccc(-c2cc(-c3ccccc3O)[nH]n2)cc1	-0.6%	0%
O=C(CN1C(=O)NC2(CCOc3ccccc32)C1=O)Nc1ccc2c(c1)OCCO2 (stereo not given)	-5.9%	-2%
O=C(C1CCN(S(=O)(=O)c2cccnc2)CC1)N1CCN(c2ccc(Cl)cc2)CC1	10%	0%
Cc1noc(C)c1S(=O)(=O)Nc1ccc(C(=O)N2CCCCC2)cc1	1.3%	x
CCOc1cccc(C(=O)Nc2nc(-c3ccc(S(=O)(=O)N4CCOCC4)cc3)cs2)c1	5.8%	2%
Cc1c(-c2ccccc2)[n+](=O)c(-c2ccco2)c(C)n1[O-]	x	-5%
COc1ccc(CNC(=O)C(C)NC(=O)c2cc3ccccc3o2)cc1 (stereo not given)	-5.4%	4%
O=C1c2ccccc2C(=O)N1C/C=C/c1ccccc1	3.4%	1%
CCc1ccc2oc(-c3ccc(N)cc3)nc2c1	-2.8%	0%
NC1=NC2(CCN(Cc3ccccc3)CC2)n2c(nc3ccccc32)N1	-9.0%	5%
Cc1ccc(C(=O)NCCNc2ccc([N+](=O)[O-])cc2Cl)o1	-0.9%	1%
COc1ccc(CCNC(=O)c2c(-c3ccccc3Cl)noc2C)cc1OC	4.7%	1%
Nn1c(Cc2ccccc2F)nnc1SCC(=O)N1CC(=O)Nc2ccccc21	-3.7%	2%
C/C(=C\C(=O)c1ccc(Br)cc1)Nc1ccccc1O	2.8%	-1%
O=C(CC(=O)N/N=C/c1c(Cl)cccc1Cl)NCc1cccnc1	1.8%	1%
CCOC(=O)C1=C(O)CSC1=Nc1ccccc1	-2.1%&-5.5%	0%&1%
CCCn1c(SCc2ccccc2)nc2c1c(=O)[nH]c(=O)n2C	2.5%	-2%
CS(=O)(=O)N(CC(=O)Nc1ccc2c(c1)OCCO2)Cc1ccc(Cl)cc1	1.3%	-2%
C=CCN1C(=O)/C(=C/c2ccc(C)cc2)SC1=S	3.3%	0%
CC(OC(=O)CCCc1nc2ccccc2s1)C(N)=O (stereo not given)	-2.4%	x
Cc1cc(-n2nnc3ccccc32)nc2ccccc12	0.2%	5%

Further structures.
SMILES	Hsp70 inhibitors	MKP-3 inhibition
CCOc1cc(/C=N/O)cc(Br)c1OC	-6.2%	10%
COc1ccc(/C(O)=C2/C(=O)C(=O)N(CCCN(C)C)C2c2ccco2)cc1Cl (stereo not given)	-1.6%	-6%
Oc1[nH]c2ccccc2c1C=Nc1ccccc1	2.4%	-1%
C=CCn1c(=O)c2c(C)c(C)sc2n2c(Nc3ccc(OC)cc3)nnc12	0.3%	5%
Cc1cc(N2CCN(C/C=C/c3ccccc3)CC2)n2c(nc3ccccc32)c1C#N	1.2%	6%
CC1(c2ccc([N+](=O)[O-])cc2)CC1(Br)Br (stereo not given)	4.1%	1%
O=C(CSc1nnc2c(Cl)cc(Cl)cn12)N1CCN(S(=O)(=O)c2ccccc2)CC1	4.7%	-17%
Cn1c(-c2ccc(Cl)cc2)cnc1N	1.6%	-6%
COCCOC(=O)c1ccc(NC(=O)C2COc3ccccc3O2)cc1 (stereo not given)	-0.9%	1%
CCSc1nnc(NC(=O)COc2ccc3ccccc3c2)s1	0.7%	x
CN(C)CCCNC(=O)C1CCNCC1	-1.8%	0%
CCNC(=O)CC1C(=O)N(c2ccc(F)cc2)C(=O)N1CCC(C)C (stereo not given)	4.3%	0%
c1ccc(CNc2nc(N3CCOCC3)nc(N3CCOCC3)n2)cc1	-0.7%	x
Cc1ccc2[nH]c(=O)c3cc(C(=O)N4CCN(C(=O)c5ccco5)CC4)sc3c2c1	-2.3%	4%
Cc1cc(NS(=O)(=O)c2ccc(Nc3nc(-c4sc(NC(=O)c5ccccc5)nc4C)cs3)cc2)no1	-3.6%	x
O=[N+]([O-])c1ccc(/C=N/Nc2cc(N3CCOCC3)nc(N3CCOCC3)n2)cc1	-3.3%	0%
CNC(=O)c1sc2nc(-c3ccc(OC)cc3)cn2c1C	2.1%	-2%
Cc1cc(C)c(S(=O)(=O)NNc2ccccc2)c(C)c1	2.2%	1%
O=C(Cn1cnc2sc(-c3ccccc3)cc2c1=O)N1CCOCC1	-0.3%	4%
CCN1C(=O)/C(=C\c2ccc(C(F)(F)F)cc2)SC1=S	1.9%	2%
COc1nc2cc(C)ccc2cc1-c1noc(-c2cccnc2)n1	-10%	6%
Cc1ccc(Cl)cc1NC(=O)COC(=O)C12CC3CC(CC(C3)C1)C2	8.9%&-3.6%	x
OCCCc1nc2ccccc2n1Cc1ccccc1	-3.0%	7%
CCCCCc1nc2sc3c(c2c(=O)n1N)CCC3	-1.3%	6%
CC1(c2ccc(OC(F)F)cc2)NC(=O)N(CC(=O)Nc2ccc3c(c2)OCO3)C1=O (stereo not given)	-3.1%	-8%

Next section.
SMILES	Hsp70 inhibitors	MKP-3 inhibition
S=c1nc2ccccc2c2nc(-c3ccccc3)[nH]n12	1.4%	8%
O=C(O)CCCCCN1C(=O)C(=O)/C(=C(/O)c2ccc(F)cc2)C1c1ccc2c(c1)OCO2 (stereo not given)	-0.8%	3%
Cc1ccc2nc3ccc(N4CCN(C)CC4)nn3c(=O)c2c1	0.2%	7%
CSC1=NCCN1C(=O)c1ccc2c(c1)OCO2	-1.1%	5%
CCN(CC)S(=O)(=O)/N=C/c1ccc(Cl)c(Cl)c1	2.9%	1%
Cc1cc(C)cc(NC(=O)CN2C(=O)c3ccccc3C2=O)c1	-2.6%	0%
CC(C)OC(=O)Cn1nnc2c(cnn2-c2ccccc2)c1=O	-6.4%	x
CCOc1cccc(=O)c2c(C)n(Cc3ccco3)c(C)c12	-3.3%	-8%
CCOC(=O)c1c(N2CCCCC2)c2ccccc2[nH]c1=O	1.5%	x
CCOC(=O)CC(=O)Nc1ccc(Br)cc1C(=O)O	4.4%	-20%
Cc1cc(N2C(=O)C(=O)/C(=C(/O)c3ccc(F)cc3)C2c2ccc(F)cc2)no1 (stereo not given)	2.6%	-11%
Cc1ccc(S(=O)(=O)NC2=NCN(C3CCCCC3)CN2)cc1	-4.0%	9%
COc1ccc(S(=O)(=O)N2CCN(c3ccccc3)CC2)cc1[N+](=O)[O-]	1.7%	0%
CC1=C(C(=O)OC(C)C)C(c2ccc(OCC(N)=O)cc2)NC(=S)N1 (stereo not given)	0.6%	3%
COc1ccccc1Cc1noc(-c2cc(Cl)ccc2OC)n1	1.0%	-7%
